LEDGF integ inh = blockers of LEDGF/p75-dependent integrase strand transfer – biochemical, TR-FRET, high throughput, primary screen; HIV-1 integrase (with human LEDGF/p75); TR-FRET IN-LEDGF/p75 DNA integration, Eu/Cy5; inhibition, % at 3.7 µM; hit rate 0.64% among 370,000; AID 743269, 2014;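 active means inhibition above the screen-wide mean plus 3 SD, cut at about 13% in these data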;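 further: signal is the Cy5 over europium emission ratio at 671 and 618 nm; 0% = plate median of compound wells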
proKLK7 act = proKLK7 zymogen activators, primary screen, biochemical, fluorescence intensity | Kallikrein-7 (Homo sapiens), P49862 | purified proKLK7, EDANS-DABCYL substrate fluorescence; 100% is mature enzyme control, 0% vehicle | activation, % at 7 µM | hit rate 0.9% among 370,000 | AID 652039, 2013;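 active means activation above the mean of all tested compounds plus 3 SD, computed per campaign excluding outliers beyond control limits, cut at about 13% in these data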
Target sequence (P49862 whole entry, looked up): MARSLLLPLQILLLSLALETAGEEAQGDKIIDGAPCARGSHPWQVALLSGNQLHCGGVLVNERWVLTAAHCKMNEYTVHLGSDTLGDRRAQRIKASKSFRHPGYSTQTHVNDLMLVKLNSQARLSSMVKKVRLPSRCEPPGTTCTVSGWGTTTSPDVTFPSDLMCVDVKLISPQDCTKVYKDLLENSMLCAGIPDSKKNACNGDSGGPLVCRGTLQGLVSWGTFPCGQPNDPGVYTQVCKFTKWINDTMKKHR
Tn7 DDE FP = inhibitors of Tn7 peptide binding to fibrin DD(E), primary screen, biochemical, fluorescence polarization, human fibrin, Tn7 probe; hit rate 0.13% among 370,000; FP displacement of FITC-Tn7 peptide from fibrin DD(E); 0% = median of compound wells per plate; inhibition, % at 8.3 µM; Fibrinogen beta chain (Homo sapiens), P02675;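 active means inhibition above the mean of compounds falling within the control limits plus 3 SD of them, cut at about 14% in these data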;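 further: 0% = plate median of compound wells and 100% = 10 µM Aha-Tn7 peptide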
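assay system = human clot-derived fibrin DD(E) complex | quantity = Fibrin-DD(E) at 2 µM final | timing = 10 min preincubation, 3 h with tracer, room temperature | signal = fluorescence polarization | measure = percent inhibition | benchmarks = high control wells with 10 µM unlabelled Aha-Tn7 peptide (full inhibition) | replicates = singlicate testing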
Tn6 DDE FP = inhibitors of Tn6 peptide binding to fibrin DD(E), primary screen, biochemical, fluorescence polarization, human fibrin, Tn6 probe; Fibrin DD(E) TRITC-Tn6 fluorescence polarization displacement; inhibition, % at 8.3 µM; Fibrinogen beta chain (Homo sapiens), P02675; hit rate 0.21% among 370,000;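 active means inhibition above a per-campaign cutoff: mean of compounds within control limits plus 3 SD, cut at about 15% in these data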;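 further: 0% = median of all compound wells on the plate and 100% = blocking peptide control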
ADAM17 inh = ADAM17 inhibitors, primary screen, biochemical, QFRET; recombinant ADAM17, EDANS/DABCYL FRET peptide cleavage; inhibition, % at 6.95 µM; hit rate 0.83% among 370,000; AID 720648, 2013;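 active means inhibition above the mean of compounds lying between control limits plus 3 SD, set per campaign, cut at about 8.5% in these data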;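 further: 0% = DMSO-only wells as the low control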
Target sequence (P78536 215-824 limits assumed): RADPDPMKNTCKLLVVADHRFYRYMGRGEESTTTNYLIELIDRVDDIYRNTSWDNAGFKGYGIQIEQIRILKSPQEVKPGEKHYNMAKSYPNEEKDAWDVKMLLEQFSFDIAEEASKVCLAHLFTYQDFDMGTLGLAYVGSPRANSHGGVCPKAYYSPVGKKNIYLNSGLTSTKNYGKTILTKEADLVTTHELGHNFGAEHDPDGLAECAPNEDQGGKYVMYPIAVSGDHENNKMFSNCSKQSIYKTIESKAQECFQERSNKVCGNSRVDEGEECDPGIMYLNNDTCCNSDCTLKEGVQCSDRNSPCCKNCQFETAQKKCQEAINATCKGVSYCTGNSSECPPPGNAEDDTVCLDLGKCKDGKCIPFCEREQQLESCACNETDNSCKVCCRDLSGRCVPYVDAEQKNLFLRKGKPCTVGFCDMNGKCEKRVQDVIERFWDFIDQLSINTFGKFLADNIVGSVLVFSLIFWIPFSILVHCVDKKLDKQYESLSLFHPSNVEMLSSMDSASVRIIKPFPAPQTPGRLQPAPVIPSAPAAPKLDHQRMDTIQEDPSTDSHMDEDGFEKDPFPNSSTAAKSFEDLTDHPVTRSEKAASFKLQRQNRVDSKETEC
ASAP1 GAP inh = inhibitors of human ASAP1 ArfGAP activity, primary screen, biochemical, fluorescence polarization; hit rate 0.19% among 360,000; ASAP1-stimulated ARF1 GTP hydrolysis, GDP FP detection; Arf-GAP with SH3 domain, ANK repeat and PH domain-containing protein 1 (Homo sapiens), …; inhibition, % at 16.5 µM; AID 624377, 2012; in the data active means inhibition above about 25%;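 further: 0% = vehicle with enzyme and substrate and 100% = no enzyme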
PLCg1 inh = PLC-gamma1 enzyme inhibitors, primary screen, biochemical, fluorescence, purified enzyme | fluorogenic substrate | inhibition, % at 12.2 µM | hit rate 0.84% among 370,000; in the data active means inhibition above about 9.5%
ADAM10 inh = human ADAM10 inhibitors, primary screen, biochemical, QFRET, HTS | AID 720582, 2013 | hit rate 0.62% among 370,000 | Disintegrin and metalloproteinase domain-containing protein 10 (Homo sapiens), O14672 | recombinant ADAM10, EDANS/DABCYL FRET peptide cleavage, 3 h | inhibition, % at 7 µM;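 active means inhibition above a per-campaign cutoff equal to the mean of compounds falling between control-based bounds plus 3 SD, cut at about 20% in these data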;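 further: 0% = DMSO wells while the 100% control is not disclosed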
TDP2 inh = human TDP2 enzyme inhibitors, primary screen, biochemical, epi absorbance, recombinant enzyme. hit rate 0.34% among 370,000. T5PNP hydrolysis, p-nitrophenol absorbance 415 nm. AID 720702, 2013. inhibition, % at 12.8 µM;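 active means inhibition above the mean of all tested compounds plus 3 SD, set per campaign, cut at about 25% in these data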;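 further: 0% = DMSO with enzyme and 100% = buffer with substrate but no TDP2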
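Assay system: recombinant human TDP2 / Reagent: T5PNP substrate at 5 mM, a TopII-DNA adduct mimic / Measured by: epi absorbance from released p-nitrophenol / Evaluation: % inhibition relative to enzyme-containing and enzyme-free wells / Control set: enzyme-free and DMSO wells / Replicates: each compound tested once, singlicate / Schedule: enzyme reaction with compound for 2 h at 37 °C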
ARFGAP1 inhibitor = inhibitors of rat ARFGAP1 GAP activity, primary screen, biochemical, fluorescence polarization, GDP tracer; ADP-ribosylation factor GTPase-activating protein 1 (Rattus norvegicus), Q62848; Arfgap1-stimulated ARF1 GTP hydrolysis, GDP FP detection; inhibition, % at 16.5 µM; hit rate 0.26% among 360,000; AID 651572, 2012;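 active means inhibition above a per-plate limit, mean inhibition of low control wells plus 3 SD, cut at about 25% in these data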;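 further: 0% = DMSO wells with enzyme and 100% = wells lacking Arfgap1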
Target sequence (Q62848 1-136 limits assumed): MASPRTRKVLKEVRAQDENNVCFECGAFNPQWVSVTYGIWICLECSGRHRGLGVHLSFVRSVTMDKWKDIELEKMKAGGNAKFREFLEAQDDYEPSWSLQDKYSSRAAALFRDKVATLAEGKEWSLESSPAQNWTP
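Material – truncated rat Arfgap1 GAP domain · Buffer or medium – HEPES-based buffer, pH 7.5 · Reagent – human ARF1(Δ1-17)-GTP substrate · Dosing – 16.5 µM single point, 1.26% DMSO · Schedule – GTP hydrolysis reaction 2 h at 25 °C · Technique – GDP detection by fluorescence polarization · Benchmarks – No-Arfgap1 wells (100%) versus DMSO full-reaction wells (0%) · Repeats – single replicate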
* = called active by the depositor; / = not tested or not shown.

Fields – LEDGF integ inh	proKLK7 act	Tn7 DDE FP	Tn6 DDE FP	ADAM17 inh	ASAP1 GAP inh	PLCg1 inh	ADAM10 inh	TDP2 inh	ARFGAP1 inhibitor
CCOc1ccc2c(c1)C(c1ccc(C)cc1)=NNC(c1ccc(C)cc1)=N2
  0	0.1	-1	-4	-5	-2	-3	-11	-4	-3
Cc1ccc(C(=O)N/C(=C/c2cccs2)C(=O)NCc2ccco2)cc1
  0	-0.1	-6	5	-2	-13	0	1	3	-3
Cc1cc2c(SCC(=O)Nc3cccc(O)c3)ncnc2s1
  4	-0.4	-3	-12	-9	24	-18	-45	7	14
Cc1ccc(CC2CC(=O)N(c3cc(C)on3)C2=O)cc1 (configuration not stated)
  2	-0.1	4	-2	0	3	2	-5	-4	13
CCN1CCCC1CNC(=O)C1CCN(C(=O)c2cc3sccc3n2Cc2ccc(F)cc2)CC1 (configuration not stated)
  2	0.0	0	-7	-2	4	0	-5	-1	3
O=C(CN1CCN(c2ccccn2)CC1)Nc1cccc(C(F)(F)F)c1
  -3	0.4	2	2	-4	-5	2	-4	1	5
CC(C)c1ccc(CN(C)C(=O)c2ccc(S(=O)(=O)NCc3ccco3)cc2)cc1
  -1	0.1	9	2	-3	0	2	-6	3	2
CCCN(CC(=O)Nc1ccccc1C)C(=O)c1ccc(-c2ccc([N+](=O)[O-])cc2)o1
  3	-0.5	-4	1	-1	15	-18	3	-11	2
Brc1ccccc1/C=N/Nc1nc2ccccc2o1
  1	-0.2	0	0	-2	-12	-10	-5	5	7
OC(CNCc1ccco1)COc1ccccc1 (configuration not stated)
  0	-0.4	0	4	-6	-4	2	-7	4	5
O=C(Nc1ccccn1)C1(c2cccs2)CCOCC1
  2	0.5	-2	3	-2	-6	-1	-4	0	6
O=c1c2ccccc2nnn1Cc1ccccc1Cl
  -5	0.1	5	-6	-4	-4	-2	-6	-2	9
CC1(C(=O)NS(=O)(=O)Cc2cccc(Cl)c2)CCN1C(=O)C1CCCCC1 (configuration not stated)
  3	0.7	2	0	-1	6	1	6	12	8
Cc1ccc(/C=C/C(=O)N(Cc2cccs2)C2CCS(=O)(=O)C2)cc1 (configuration not stated)
  -1	-0.2	9	-2	-2	6	1	6	13	-8
CCC(C)NC(=O)COC(=O)Cc1sc(N)nc1-c1ccc(C)cc1 (configuration not stated)
  0	0.1	3	1	-1	4	-7	-8	-11	10
COc1cccc(NC(=S)NC2CC(C)(C)NC(C)(C)C2)c1
  -2	-0.1	8	5	-2	-3	0	-7	0	5
CCn1c(CCn2ccnc2C)n[nH]c1=S
  0	-0.4	-4	7	1	-10	1	11	-7	2
CC[C@]1(C(=O)OC)[C@H]2C(=O)N(C)C(=O)[C@H]2[C@H]2CN=C(SCc3ccc(Cl)cc3)N21
  -2	-0.1	0	6	0	15	-2	-16	-7	9
O=C(NCCc1ccccc1)C(=O)Nc1ccc2c(c1)OCCO2
  6	-0.3	3	3	1	6	2	14	-7	6
COc1cc(/C=C/C(=O)OCC(=O)NCc2ccco2)ccc1OCC#N
  1	0.6	5	-2	-19	-3	-30	-57	3	-6
CCOP(=O)(c1ccccc1)C(O)c1ccc([N+](=O)[O-])cc1 (configuration not stated)
  3	-0.2	16*	4	-4	-10	2	0	0	3
CCN1C(=O)/C(=C2/C=CC=CN2C)SC1=S
  -5	0.2	-5	-2	-2	14	5	6	-20	-1
CCN(/C=N/c1sc2c(c1C#N)CC(C)(C)NC2(C)C)CC
  5	-0.4	-5	5	2	5	4	2	-2	8
CCOc1ccc(N(CC(=O)N2CCCCCC2)S(=O)(=O)c2ccc(F)cc2)cc1
  1	-0.2	6	-3	1	2	0	0	1	14
Cc1ccc(S(=O)(=O)N2CCOCC2)cc1NC(=O)COC(=O)CCn1c(C)csc1=O
  -1	-0.3	-2	-1	2	4	1	-4	0	8
Cc1ccc(C2=[N+]([O-])C3(CCCCC3=O)N(O)C2(C)C)cc1 (configuration not stated)
  1	-0.4	2	2	1	5	0	4	-19	-8
O=C1NC[C@H](CCCCN2CCN(Cc3ccccc3)C(=O)C2=O)N(CC2CCCCC2)C1=O
  2	-0.2	5	2	0	-4	1	1	4	8
O=C1CCCN=C(Nc2ccc(F)c(Cl)c2)S1
  2	0.8	6	-1	0	3	-1	1	4	-3
CCCOc1ccc(N2C(=O)CC(NCCCN3CCC(C(N)=O)CC3)C2=O)cc1 (configuration not stated)
  1	0.5	-1	-2	-4	9	-1	-4	2	-8
O=C(CN1CCOCC1)Nc1ccc(Br)cc1
  2	-0.3	3	-2	0	-4	3	13	-10	2

3 compounds from above, ordered by number of heavy atoms, highest first.
Fields – LEDGF integ inh	proKLK7 act	Tn7 DDE FP	Tn6 DDE FP	ADAM17 inh	ASAP1 GAP inh	PLCg1 inh	ADAM10 inh	TDP2 inh	ARFGAP1 inhibitor
CCCOc1ccc(N2C(=O)CC(NCCCN3CCC(C(N)=O)CC3)C2=O)cc1 (configuration not stated)
  1	0.5	-1	-2	-4	9	-1	-4	2	-8
CCC(C)NC(=O)COC(=O)Cc1sc(N)nc1-c1ccc(C)cc1 (configuration not stated)
  0	0.1	3	1	-1	4	-7	-8	-11	10
Cc1ccc(C2=[N+]([O-])C3(CCCCC3=O)N(O)C2(C)C)cc1 (configuration not stated)
  1	-0.4	2	2	1	5	0	4	-19	-8

(next part)
Fields – LEDGF integ inh	proKLK7 act	Tn7 DDE FP	Tn6 DDE FP	ADAM17 inh	ASAP1 GAP inh	PLCg1 inh	ADAM10 inh	TDP2 inh	ARFGAP1 inhibitor
Cc1nccn1-c1ccc(C(F)(F)F)cc1NC=O
  -4	-11	2	0	-4	-12	2	-1	-5	-5
COc1ccc(CNC(=O)c2cc(-c3ccccc3)c(N3CCOCC3)s2)cc1OC
  3	0.0	-3	-6	7	/	-10	8	1	/
CCCCC1(C(=O)OCC)CC(CSC(=N)N)OC1=O (configuration not stated)
  1	-0.1	2	2	0	1	3	-6	2	5
COc1ccc(NC(=O)N(C)C[C@@H]2OCc3cnnn3CCCC(=O)N([C@H](C)CO)C[C@@H]2C)cc1
  0	-0.2	-2	-1	-1	14	-3	0	13	-1
CCCCn1c(N)c(N(CC(C)C)C(=O)c2cccc(S(=O)(=O)N3CCN(C(C)=O)CC3)c2)c(=O)[nH]c1=O
  1	0.1	2	0	-5	-3	1	-6	-12	2
COc1cccc(NC(=O)N2CCN(c3nnnn3-c3ccccc3)CC2)c1
  3	0.1	2	-5	2	-3	10*	3	-13	-2
Cc1c(C(N)=O)sc2ncn(CC(=O)N3CCC(C)CC3)c(=O)c12
  -1	0.3	-2	1	-4	13	-2	-7	0	24
Cc1oc(C(=O)O)cc1COc1ccccc1Cl
  -1	0.1	-6	-6	-2	-7	-2	6	10	2
CC(C)OC(=O)CSc1nnc(-c2ccccn2)n1N
  -1	-0.2	0	6	-2	-3	0	-1	-4	1
CC(=O)N1N=C2/C(=C/c3ccccc3)CCCC2C1c1ccccc1 (configuration not stated)
  3	0.7	4	-6	-4	-17	-25	-10	0	-7
Oc1ccc(C(=S)N2CCN(Cc3ccccc3)CC2)cc1
  6	0.6	6	1	-4	3	0	0	4	7
Cc1cc(C(=O)Nc2sc3c(c2C#N)CCC(C)C3)cs1 (configuration not stated)
  -2	-0.3	5	-1	-3	-3	-2	-5	-13	-2
O=C(CCNC(=O)c1ccccc1Cl)NCc1cccnc1
  3	0.6	4	-5	-3	8	-1	-5	11	0
CCCNC(=O)N1CC[C@H]2[C@@H]1c1cc(-c3ccc(F)cc3)ccc1N(C)[C@H]2CO
  -1	-0.9	-1	0	-33	/	-61	-114	-2	/
N/C(CCS(=O)(=O)c1ccc(Cl)cc1)=N\OC(=O)c1ccc(Cl)cc1
  1	-0.4	2	-2	-2	-3	0	-3	7	7
O=C(Nc1ccccc1)c1nccn1Cc1ccc(F)cc1
  8	-0.5	-1	4	0	4	4	13	2	6
COc1cc(C(=O)NC2CCCc3ccccc32)ccc1OCC(=O)Nc1ccc(F)cc1 (configuration not stated)
  1	-0.4	2	-8	1	-4	-3	3	2	-3
CCN(CC)C(=O)C1CCCN(C/C=C/c2ccccc2)C1 (configuration not stated)
  1	0.3	1	6	-2	11	2	2	15	-8
Cc1ccc2c(c1)[C@H]1[C@H](CO2)[C@H](c2ccccc2)[C@]2(C)C(=O)Nc3ccc(Cl)cc3C(=O)N12
  -3	-2.4	2	-6	11*	5	3	29*	-8	3
CCn1c(SCc2nc(-c3ccccc3)no2)nnc1-c1ccco1
  -3	-0.3	2	-4	-2	13	3	4	3	-3
CC(C)C(NC(=O)c1ccccc1NC(=O)c1ccco1)C(=O)O (configuration not stated)
  -3	-1.0	8	5	-5	-13	-1	-6	4	0
COc1cccc(CN2CCCC(C(=O)c3ccc4c(c3)OCO4)C2)c1O (configuration not stated)
  0	0.1	-1	-2	-7	-5	-5	-22	-10	12
COc1ccc(C2OC(=O)CC2C(=O)NC(C)C)cc1 (configuration not stated)
  -2	0.4	-4	0	-3	9	0	-1	6	-9
Cc1cccnc1CCNC(=O)CC1C(=O)NCCN1CC1CCCCC1 (configuration not stated)
  1	1.6	2	4	-15	3	-18	-52	0	3
O=C(NCC1CCCO1)c1cn(Cc2ccccc2Cl)nc1-c1ccccc1 (configuration not stated)
  -1	-0.1	3	-5	0	-11	-1	-10	-2	7
O=C(Nc1ccc(S(=O)(=O)Nc2nccs2)cc1)c1cc(-c2ccccn2)nc2ccccc12
  -2	0.4	2	-8	0	12	0	6	-7	-4
O=C1[C@@H]2[C@@H]3C[C@@H]([C@H]4ON=C(c5ccc(Cl)cc5Cl)[C@@H]34)[C@@H]2C(=O)N1C1CCCCC1
  1	0.3	0	3	1	-2	6	9	-7	7

Source: PubChem BioAssay (The Scripps Research Institute Molecular Screening Center)

Not a hit list; about 4.2% have a hit in one of these screens.
